# DYRK1A inh: blocks rat Dyrk1A kinase activity; ADP-Glo luminescence, NFATc1 peptide; inhibition, % at 12.5 µM; actives 0.43% (n = 310,000); in the data active means inhibition above about 50%;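 further: plate controls were vehicle with enzyme for no effect and no enzyme for full effect; many of its hits are not listed in these tables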
# hERG rescue: compounds protecting human hERG from proarrhythmic drug block; Q12809; CHO-hERG, FluxOR thallium flux, dofetilide IC70 present; activation (rescue from dofetilide block), less the hit threshold, % at 10 µM; actives 0.51% (n = 310,000); AID 1511;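 active means activation above the mean of controls blocked by dofetilide plus 5 SD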;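 further: thallium influx through hERG after potassium depolarization seen as dye fluorescence rise; in these data hits start at about 4.7%; inactives centre near -7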
# Target sequence (Q12809 whole entry, looked up): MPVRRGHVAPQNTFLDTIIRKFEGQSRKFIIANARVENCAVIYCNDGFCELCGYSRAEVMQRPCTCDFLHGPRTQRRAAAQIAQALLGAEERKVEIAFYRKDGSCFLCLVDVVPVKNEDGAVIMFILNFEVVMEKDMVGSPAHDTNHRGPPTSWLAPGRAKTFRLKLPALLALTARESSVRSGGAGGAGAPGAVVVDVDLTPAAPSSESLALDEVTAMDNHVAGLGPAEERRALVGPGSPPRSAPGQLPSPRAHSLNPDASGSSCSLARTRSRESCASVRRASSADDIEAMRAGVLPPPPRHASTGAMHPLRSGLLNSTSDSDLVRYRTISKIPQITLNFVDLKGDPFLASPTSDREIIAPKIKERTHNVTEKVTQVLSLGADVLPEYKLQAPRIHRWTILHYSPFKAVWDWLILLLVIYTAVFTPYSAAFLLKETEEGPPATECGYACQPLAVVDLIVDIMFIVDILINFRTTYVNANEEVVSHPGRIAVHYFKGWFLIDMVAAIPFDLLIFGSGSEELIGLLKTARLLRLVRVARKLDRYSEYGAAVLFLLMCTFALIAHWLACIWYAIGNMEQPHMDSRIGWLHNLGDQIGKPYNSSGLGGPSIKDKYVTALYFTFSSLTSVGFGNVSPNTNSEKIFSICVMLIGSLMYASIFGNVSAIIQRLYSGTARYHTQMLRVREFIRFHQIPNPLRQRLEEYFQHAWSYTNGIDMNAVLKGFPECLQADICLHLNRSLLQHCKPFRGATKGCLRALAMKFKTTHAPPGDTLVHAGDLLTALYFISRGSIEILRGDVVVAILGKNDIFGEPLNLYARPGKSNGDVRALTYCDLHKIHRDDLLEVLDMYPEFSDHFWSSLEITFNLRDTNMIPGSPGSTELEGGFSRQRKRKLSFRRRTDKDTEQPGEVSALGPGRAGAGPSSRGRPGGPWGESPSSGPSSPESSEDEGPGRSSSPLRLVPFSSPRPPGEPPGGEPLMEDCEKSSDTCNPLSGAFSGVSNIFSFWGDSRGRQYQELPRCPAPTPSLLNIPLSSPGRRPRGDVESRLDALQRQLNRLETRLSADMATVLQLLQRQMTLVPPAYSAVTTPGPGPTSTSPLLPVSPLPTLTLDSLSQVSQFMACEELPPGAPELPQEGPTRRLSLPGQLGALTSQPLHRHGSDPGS
# TRPC4 act: opens the mouse TRPC4 cation channel | Q9QUQ5 | HEK293 TRPC4beta/mu-opioid, Fluo4 calcium fluorescence; stronger effect = higher value | B-score at 10 µM | actives 0.49% (n = 310,000);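 active means B-score above 5 SD of library B-scores, and initial fluorescence ratio not above library mean plus 5 SD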;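 further: positive B-score marks a calcium rise read as TRPC4 activation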
#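 Test system: HEK293 cells stably co-expressing mouse TRPC4beta and mu-opioid receptor | Schedule: Fluo4 dye loading 45 min at room temperature, 110 s recording | Measured by: Kinetic Fluo4 calcium fluorescence, 5 s baseline at 1 Hz | Evaluation: B score of integrated ratio | Controls: Buffer (low) and maximal DAMGO (high)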
# Platelet DG rel: platelet dense granule release activity; inhibition, %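 (compounds screened at 7.5 µM in platelet-rich plasma)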; human platelet-rich plasma, SFLLRN dense granule ATP release, luminescence; actives 0.22% (n = 300,000);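 active means mean replicate score, as percent of positive control, at or above 50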
# KCNK3 inh: human KCNK3 channel inhibition, primary screen | B-score at 10 µM | AID 602410 | actives 0.84% (n = 340,000) | CHO-KCNK3 thallium flux, FluxOR fluorescence; stronger effect = lower value | O14649;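 active means B-score under library mean minus 4 SD, starting fluorescence ratio at most library mean plus 5 SD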;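 further: more negative B-score means stronger inhibition of thallium flux through KCNK3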
# PolyA inh: yeast polyadenylation inhibition; S. cerevisiae SKY197-pL101 polyadenylation reporter, beta-gal luminescence; efflux-impaired pdr1/pdr3 knockout yeast; score 100 = 6 SD above DMSO; actives 0.02% (n = 300,000); AID 1875; calls only at 12 µM;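 active means lowest replicate activity score at least 50, where 100 means six control SD above control mean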;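 further: yeast exposed to compound for 9 h at 30 °C; higher score means more reporter readthrough which indicates perturbed polyadenylation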
# KCNQ1 pot: potentiators or activators of human KCNQ1 potassium channel | P51787 | CHO-K1 KCNQ1, thallium flux FluxOR fluorescence; stronger effect = higher value | B-score at 10 µM | actives 0.35% (n = 310,000);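 active means fluorescence ratio B-score, a plate-corrected score, at least three library SD, with initial intensity B-score within 5 SD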
#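 assay system = KCNQ1-transfected CHO-K1 cells | medium = assay buffer with matched DMSO | probe or stimulus = depolarizing K+/Tl+ stimulus, K2SO4 and Tl2SO4 each 12.5 mM in 5x stock | dosing = single dose | incubation = dye 90 min, compound 20 min, room temperature | detection = kinetic FluxOR fluorescence, 10 s baseline plus 110 s post-stimulus | evaluation = ratio B score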
# TRPC4 PAM: TRPC4 (mouse) allosteric potentiation; HEK293 TRPC4beta/mu-opioid, DAMGO EC20, Fluo-4 Ca2+ flux; stronger effect = higher value; B-score at 10 µM; actives 0.42% (n = 310,000); AID 2227;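 active means B-score of calcium response area above 5 SD of library B-scores, with initial fluorescence ratio within 5 SD of library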;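 further: B-score of integrated fluorescence ratio over time as area under calcium response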
# KCNK9 inh: human KCNK9 channel inhibition; HEK293 KCNK9, FluxOR thallium flux fluorescence; stronger effect = lower value; B-score at 10 µM; Q9NPC2; actives 1.2% (n = 310,000);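 active means ratio B-score over 3 SD below the library mean, with starting fluorescence within 5 SD of its mean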;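 further: negative B-score means less thallium flux so channel inhibition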
# KCNQ1 block: blocks the human KCNQ1 potassium channel; P51787; CHO-K1 KCNQ1, FluxOR thallium flux fluorescence; stronger effect = higher value; B-score at 10 µM; actives 1.3% (n = 310,000); AID 2642;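 active means compounds whose thallium flux B-score, printed positive for inhibition, exceeds three library SD while starting fluorescence stays within three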;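 further: channel opened by potassium depolarization with thallium stimulus after 20 min compound exposure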
# TRPC4 block: blocks the mouse TRPC4 cation channel; Q9QUQ5; HEK293 TRPC4beta/mu-opioid, DAMGO-evoked Fluo4 calcium flux; stronger effect = lower value; B-score at 10 µM; actives 0.39% (n = 300,000); AID 2247;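 active means B-score over 3 SD under the library average, no early fluorescence shift, positive overall ratio signal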
#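 material = TRPC4beta/mu-opioid receptor HEK293 cell line | probe or stimulus = sequential submaximal and maximal DAMGO stimulation | compound dosing = one concentration per compound | measured by = Fluo4 Ca2+ flux fluorescence | evaluation = integrated fluorescence ratio relative to baseline, converted to per-well B score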
# Numbers without * were called inactive; i = inactive; nt = not tested or not shown. Not all compounds are listed, so the mix of outcomes need not match the whole.
cpd	SMILES	DYRK1A inh	hERG rescue	TRPC4 act	Platelet DG rel	KCNK3 inh	PolyA inh	KCNQ1 pot	TRPC4 PAM	KCNK9 inh	KCNQ1 block	TRPC4 block
1	O=C1NC(=S)NC(=O)C1=Cc1ccc(Br)s1	8	-16	i	5	i	i	i	i	i	i	i
2	COc1cccc(C(=O)C2CCCN(Cc3ccc4nonc4c3)C2)c1 (stereo not given)	3	-8	i	5	i	i	i	i	i	i	i
3	O=[N+]([O-])c1ccc(NCCCN2CCOCC2)c2ncccc12	1	-5	i	1	i	i	i	i	i	i	i
4	Cc1cc(C)c(NC2=NCCCS2)c(C)c1	0	-1	i	-6	i	i	i	i	i	i	i
5	CN(C)C(=O)Oc1ccc(-c2cn3cc(Cl)ccc3n2)cc1	16	-3	i	20	i	i	i	i	i	i	i
6	CCOC(=O)c1c(C)c(C(=O)N2CCC3(CC2)OCCO3)c(C)n1CC	13	-10	i	-2	i	i	i	i	i	i	i
7	O=C1CN(C(=O)COC(=O)Cc2ccccc2)c2ccccc2N1	-3	-3	i	0	i	i	i	i	i	i	i
8	CC1SC2(CN3CCC2CC3)NC1=O (stereo not given)	1	-10	i	-8	i	i	i	i	i	i	i
9	C=CCn1c(O)c(Cc2ccc(OCC)cc2)c(=O)[nH]c1=O	0	-9	i	2	i	i	i	i	i	i	i
10	N#Cc1ccc(Cn2cc(C=O)c3ccccc32)cc1	-1	-5	i	0	i	i	i	i	i	i	i
11	CCCCCCOC(=O)c1ccccc1N	-4	-8	i	-1	i	i	i	i	i	i	i
12	C=CCN1C(=O)/C(=C/c2cc(C)n(-c3ccccn3)c2C)C(=O)NC1=S	3	-7	i	3	i	i	i	i	i	i	i
13	CCN1CCN(C(=O)COc2ccc3c(c2)C(=O)CC2(CCN(C(C)=O)CC2)O3)CC1	5	-7	i	-5	i	i	i	i	i	i	i
14	CCC(C)N1C(=O)/C(=C\c2ccc(N3CCCCCC3)cc2)C(=O)NC1=S (stereo not given)	2	-10	i	12	i	i	i	i	i	i	i
15	CC(C)c1ccc(NC(=O)CSc2nnc(OC(=O)N(C)C)n2C2CC2)cc1	-1	-4	i	0	i	i	i	i	i	i	i
16	CC(C)CN1CCN(Cc2ccc(F)cc2Cl)CC1CCO (stereo not given)	6	-10	i	2	i	i	i	i	i	i	i
17	CC(Cc1ccccc1)NC(N)=O (stereo not given)	3	-2	i	10	i	i	i	i	i	i	i
18	CCC(=NCc1ccc2c(c1)OCO2)c1c(O)n(C)c(=O)n(C)c1=O	-9	-11	i	-3	i	i	i	i	i	i	i
19	CCOP(=O)(OCC)c1cc(C)c(O)c(C(C)(C)C)c1	-6	-3	i	-3	i	i	i	i	i	i	i
20	COc1ccc(-n2c(/C=C/c3cccc(F)c3)nc3ccccc3c2=O)c(OC)c1	0	-6	i	15	i	i	i	i	i	i	i
21	CN1C(=O)N(C)C(=O)C2(Cc3cc([N+](=O)[O-])ccc3N(C)C2c2ccccc2)C1=O (stereo not given)	-3	-6	i	-7	i	i	i	i	i	i	i
22	Cc1cc(O)c2c3c(c(=O)oc2c1)CCC(C)C3 (stereo not given)	nt	-6	i	1	i	i	i	i	i	i	i
23	O=C(c1ccc(-c2ccccc2)cc1)C1CCCN(Cc2ccn[nH]2)C1 (stereo not given)	-21	-9	i	1	i	i	8*	i	i	i	i
24	CN(C)CCCN=Cc1c(O)n(CCc2ccc(F)cc2)c(=O)[nH]c1=O	6	-9	i	-2	i	i	i	i	i	i	i
25	O=P1(NCCCn2cc[n+](Cc3nc4ccccc4[nH]3)c2)C=C(c2ccccc2)OC(c2ccccc2)=C1	-1	-16	i	-1	i	i	i	i	i	i	i
26	COC(=O)CC(=O)c1ccc2c(c1)OCO2	-10	-3	i	-4	i	i	i	i	i	i	i
27	Cc1ccc(N2C(=O)NC(=O)/C(=C\C=C\c3ccco3)C2=O)cc1C	-2	-15	i	1	i	i	i	i	i	i	i
28	O=S(=O)(c1ccccc1)N1CCN2CCCC2C1 (stereo not given)	3	-8	i	3	i	i	i	i	i	i	i
29	CN1CCN(c2ccccc2N)CC1	-3	-6	i	1	i	i	i	i	i	i	i
30	Cc1cccc(OCC(=O)N2CCN(Cc3ccc([N+](=O)[O-])cc3)CC2)c1	-2	-13	i	-5	i	i	i	i	i	i	i
31	COc1ccc(C2CN(C)CC2C(=O)c2ccc(C)cc2)cc1Cl (stereo not given)	-6	-17	i	15	i	i	i	i	i	i	i
32	CCOC(=O)CC1=C(C(=O)OCC)C2(C(=O)N1)C(C(=O)OC)=C(N)Oc1ccccc12 (stereo not given)	0	-4	i	-2	i	i	i	i	i	i	i
33	COc1cc(/C=C/c2nc3ccccc3c(=O)n2-c2ccccc2O)ccc1O	-8	-15	i	8	i	i	i	i	i	i	i
34	CN1C(=O)NC(=O)/C(=C/c2ccc(C(=O)O)cc2)C1=O	11	-12	i	2	i	i	i	i	i	i	i
35	CCCC1COC(Cn2cncn2)(c2ccc(Cl)cc2Cl)O1 (stereo not given)	7	-12	i	8	i	i	i	i	i	i	i
36	O=Cc1cn(Cc2c(F)cccc2Cl)nc1-c1ccccc1	26	-6	i	-1	i	i	i	i	i	i	i
37	COc1ccccc1CN1CCN(Cc2ccc(Cl)cc2)CC1	2	-7	i	-1	i	i	i	i	i	i	i
38	CCC(C)NS(=O)(=O)c1ccc(OCC(=O)N2CCN(CC)CC2)cc1 (stereo not given)	1	0	i	-5	i	i	i	i	i	i	i
39	OC1/C(=C/c2ccc(C(F)(F)F)cc2)N2CCC1CC2 (stereo not given)	3	-4	i	-7	i	i	i	i	i	i	i
40	COCc1cc(OC(=O)N(C)C)nc2c1c(C)nn2C	-5	-8	i	10	i	i	i	i	i	i	i
41	CC(=O)OC1C2CCC1C(N1CCCCC1)CC2 (stereo not given)	-1	-6	i	-2	i	i	i	i	i	i	i
42	O=C(Cn1cc(C(=O)c2ccccc2)c2ccccc21)NCc1ccco1	0	-8	i	-1	i	i	i	i	-9*	i	i
43	CCN(CC)S(=O)(=O)c1ccc(C(=O)NC2CN3CCC2CC3)cc1 (stereo not given)	0	-5	i	-6	i	i	i	i	i	i	i
44	CC(C)(C)C(=O)c1cn(Cc2ccccc2)c2ccccc12	-4	-1	i	2	i	i	i	i	i	i	i
45	O=C(COc1ccc(Cl)cc1)N(c1ccc(Cl)cc1)C1CN2CCC1CC2 (stereo not given)	6	-7	i	8	i	i	i	i	i	i	i
46	Cc1c(C(c2ccc(F)cc2)c2c(O)c3ccccc3oc2=O)c(=O)n(-c2ccccc2)n1C (stereo not given)	0	-11	i	3	i	i	i	i	i	i	i
47	C/C1=C\[C@@H](C)C/C=C/[C@H]2[C@@H]3O[C@]3(C)[C@@H](C)[C@H]3[C@H](Cc4c[nH]c5ccccc45)NC(=O)[C@]32C(=O)/C=C/C(=O)[C@@H]1O	-3	-1	i	-6	i	i	22*	i	i	i	i
48	Cc1nc2cc(-c3cccc(F)c3)nn2c(C)c1CCC(=O)N1CCC2(CC1)OCCO2	-5	-18	i	-10	i	i	i	i	i	i	i
49	CC(=C1C(=O)c2ccccc2C1=O)N1CCN(CCN=Cc2c(O)n(C)c(=O)n(C)c2=O)CC1	nt	-8	i	nt	i	i	i	i	i	i	i
50	CC(=O)N1N=C(c2cccnc2)OC1c1ccccc1Cl (stereo not given)	0	-4	i	3	i	i	i	i	i	i	i
51	CCOc1cc2c(cc1OCC)-n1cccc1C(c1cccc(OCC)c1O)NC2 (stereo not given)	-2	-10	i	4	i	i	i	i	i	i	i
52	O=C(Nc1ccc(Cl)cc1C(=O)c1ccccc1Cl)c1ccco1	0	-6	i	8	i	i	i	i	i	i	nt
53	COc1ccc(-[n+]2c(-c3ccccc3)cc(-c3ccc(C)cc3)cc2-c2ccccc2)cc1	-5	-31	i	-4	-8.9*	i	i	i	-16*	15*	i
54	COc1ccc(NC(=O)c2cn(CCC#N)nc2-c2cccc(Br)c2)cc1	0	-8	i	-1	i	i	i	i	i	i	i
55	Cc1ccsc1C(=O)C1CCCN(Cc2cccc(OCCO)c2)C1 (stereo not given)	0	-15	i	9	i	i	i	i	i	i	i
56	CC1CN=C(Nc2cccc3ccccc23)S1 (stereo not given)	-6	-11	i	-3	i	i	i	i	-8*	i	i
57	CCOc1ccc(NC(=O)c2c(C)nn(Cc3ccccc3)c2Cl)cc1	12	-11	i	-6	i	i	i	i	i	i	i
58	CC(=O)Nc1ccc(OC(=O)N(C)C)cc1	-1	-22	i	-2	i	i	i	i	i	i	i
59	Cc1cccc(OCC(=O)N2CCN(Cc3cccnc3)CC2)c1	nt	-10	i	-2	i	i	i	i	i	i	i
60	Clc1ccc(Cn2ccnc2)cn1	nt	-11	i	0	i	i	i	i	i	i	i
61	COc1cccc(-n2c(-c3ccoc3)nc3ccccc3c2=O)c1	-2	-8	i	-7	i	i	i	i	-18*	i	i
62	O[C@H]1C2CCC1C(N1CCCCC1)CC2 (stereo not given in full)	2	-5	i	-4	i	i	i	i	i	i	i

# Three structures from above, sorted by SMILES length, lowest first:
cpd	SMILES	DYRK1A inh	hERG rescue	TRPC4 act	Platelet DG rel	KCNK3 inh	PolyA inh	KCNQ1 pot	TRPC4 PAM	KCNK9 inh	KCNQ1 block	TRPC4 block
55	Cc1ccsc1C(=O)C1CCCN(Cc2cccc(OCCO)c2)C1 (stereo not given)	0	-15	i	9	i	i	i	i	i	i	i
53	COc1ccc(-[n+]2c(-c3ccccc3)cc(-c3ccc(C)cc3)cc2-c2ccccc2)cc1	-5	-31	i	-4	-8.9*	i	i	i	-16*	15*	i
32	CCOC(=O)CC1=C(C(=O)OCC)C2(C(=O)N1)C(C(=O)OC)=C(N)Oc1ccccc12 (stereo not given)	0	-4	i	-2	i	i	i	i	i	i	i

# Two of these compounds, reformatted:
# Values run as follows: DYRK1A inh | hERG rescue | TRPC4 act | Platelet DG rel | KCNK3 inh | PolyA inh | KCNQ1 pot | TRPC4 PAM | KCNK9 inh | KCNQ1 block | TRPC4 block
54: COc1ccc(NC(=O)c2cn(CCC#N)nc2-c2cccc(Br)c2)cc1
  0 | -8 | i | -1 | i | i | i | i | i | i | i
62: O[C@H]1C2CCC1C(N1CCCCC1)CC2 (stereo not given in full)
  2 | -5 | i | -4 | i | i | i | i | i | i | i
